Bcl-W Bim block: inhibitors of Bim binding to Bcl-W, primary screen, biochemical, multiplexed, bead-based flow cytometry; Bcl-2-like protein 2 (Homo sapiens), Q92843; Bim peptide-Bcl-W binding; inhibition, % at 10 µM; 0.02% of 190,000 active;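 further: 0% = bound tracer without compound and 100% = peptide blocker; higher means less fluorescent Bim peptide bound to Bcl-W beads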
Bcl-XL Bim block: inhibitors of Bim-Bcl-XL binding, primary screen, biochemical, multiplexed, bead flow cytometry, human Bcl-XL. Bcl-2-like protein 1 (Homo sapiens), Q07817. Bim peptide-Bcl-XL binding, fluorescence. inhibition, % at 10 µM. 0.04% of 190,000 active. AID 1007, 2008
Mcl-1 Bim block: inhibitors of Bim peptide binding to Mcl-1, primary screen, biochemical, bead-based flow cytometry, multiplex; Bim peptide-Mcl-1 binding; inhibition, % at 10 µM; 0.1% of 190,000 active;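 further: 0% = no compound tracer wells and 100% = peptide blocker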
Target sequence (Q07820 whole entry, looked up): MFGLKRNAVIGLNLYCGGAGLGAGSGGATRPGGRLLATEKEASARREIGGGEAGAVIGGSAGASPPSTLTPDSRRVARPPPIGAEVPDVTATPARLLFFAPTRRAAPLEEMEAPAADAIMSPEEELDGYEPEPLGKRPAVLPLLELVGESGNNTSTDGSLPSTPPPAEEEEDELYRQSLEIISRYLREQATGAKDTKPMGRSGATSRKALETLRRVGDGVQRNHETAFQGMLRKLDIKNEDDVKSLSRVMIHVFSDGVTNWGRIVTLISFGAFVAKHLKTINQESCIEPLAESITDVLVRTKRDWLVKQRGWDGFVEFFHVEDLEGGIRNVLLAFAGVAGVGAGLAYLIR
Mcl1-Bid inh: Mcl-1/Bid binding inhibitors, primary screen, biochemical, TR-FRET, 1536-well. inhibition, % at 21.7 µM. Induced myeloid leukemia cell differentiation protein Mcl-1 (Homo sapiens), Q07820. 0.97% of 220,000 active. TR-FRET Mcl-1/Bid-Dy647 peptide binding;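 active means compounds that cut the binding signal by more than half at the single screening dose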;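 further: His-tagged Mcl-1 with europium anti-His antibody binding Bid BH3 peptide; 0% = Mcl-1 plus peptide wells and 100% = peptide-only wells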
GSH fluor: compound fluorescence on glutathione beads, profiling panel, artefact control, biophysical, 488/530 nm, flow cytometry | GSH beads flow cytometry, compound fluorescence 488/530 nm; active compounds read high | fluorescence (KMESF) at 10 µM | 0.25% of 190,000 active | AID 1776, 2009; in the data active means fluorescence above about 89;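 further: glutathione beads carrying GST-tagged Bcl family fusion proteins plus one bare bead set; values are compound well signal with DMSO vehicle wells as background; inactives centre near 16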
Bim-Bcl-B: inhibitors of Bim-Bcl-B binding, primary screen, biochemical, multiplexed, human Bcl-2 family. Bcl-2-like protein 10 (Homo sapiens), Q9HD36. bead-based flow cytometry, Bim peptide-Bcl-B binding. inhibition, % at 10 µM. 0.073% of 190,000 active;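 further: 0% = tracer peptide without compound and 100% = reference inhibitor peptide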
RGS7-Gao: RGS7-Galphao binding modulators, primary screen, biochemical, multiplexed bead flow cytometry; AID 1439, 2008; Guanine nucleotide-binding protein G(o) subunit alpha (Homo sapiens), P09471; 0.35% of 220,000 active; binding response (% of control), % at 10 µM; actives lie on both sides; in the data active means binding response below about 49% or above about 150%; inconclusive means no clear call, values can overlap the other calls; inactive means in between;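 further: fluorescent Galphao held in activated GDP-AlF4 state binding bead-coupled RGS7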
Target sequence (P09471 whole entry, looked up): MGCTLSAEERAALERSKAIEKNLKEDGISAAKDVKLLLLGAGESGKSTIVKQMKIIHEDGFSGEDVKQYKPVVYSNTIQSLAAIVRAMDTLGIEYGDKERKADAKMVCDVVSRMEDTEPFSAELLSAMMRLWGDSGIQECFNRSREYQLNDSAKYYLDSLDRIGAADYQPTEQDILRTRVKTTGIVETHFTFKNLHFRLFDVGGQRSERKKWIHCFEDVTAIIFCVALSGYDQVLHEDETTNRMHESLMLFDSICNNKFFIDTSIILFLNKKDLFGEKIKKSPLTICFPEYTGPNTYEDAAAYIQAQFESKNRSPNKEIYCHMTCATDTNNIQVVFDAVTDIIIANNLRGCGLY
Bim-Bcl-2: inhibitors of Bim-Bcl-2 binding, primary screen, biochemical, multiplexed, human Bcl-2 family | Apoptosis regulator Bcl-2 (Homo sapiens), P10415 | Bead-based flow cytometry, Bim peptide-Bcl-2 binding | inhibition, % at 10 µM | 0.06% of 190,000 active; in the data active means inhibition above about 40%; inconclusive means no clear call, values can overlap the other calls;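 further: 0% = no compound wells with probe peptide and 100% = reference peptide inhibitor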
RGS8-Gao: RGS8-Galphao binding modulators, primary screen, biochemical, multiplexed bead flow cytometry; Guanine nucleotide-binding protein G(o) subunit alpha (Homo sapiens), P09471; actives lie on both sides; response (percent of control binding), % at 10 µM; 0.34% of 220,000 active; in the data active means response below about 60% or above about 140%; inactive means in between;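 further: Galphao activated as the GDP aluminium fluoride complex binding bead-coupled RGS8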
Bfl-1 Bim block: inhibitors of Bim binding to Bfl-1, primary screen, biochemical, multiplexed, bead-based flow cytometry. 0.12% of 190,000 active. Bim-Bfl-1 binding inhibition. inhibition, % at 10 µM;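 further: 0% = wells without compound plus tracer and 100% = blocker peptide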
RGS4-Gao reg: modulators of RGS4 binding to Galphao, primary screen, biochemical, multiplexed bead flow cytometry; 0.33% of 220,000 active; actives lie on both sides; binding response (% of control), % at 10 µM; Guanine nucleotide-binding protein G(o) subunit alpha (Homo sapiens), P09471; AID 1415, 2008; in the data active means binding response below about 49% or above about 150%; inactive means in between;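 further: fluorescent Galphao activated with aluminum fluoride binding bead-coupled RGS4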
* = called active by the depositor; ? = inconclusive. Unless noted, no stated cut-off is given here; in the data, active means inhibition above about 40%.

SMILES	Bcl-W Bim block	Bcl-XL Bim block	Mcl-1 Bim block	Mcl1-Bid inh	GSH fluor	Bim-Bcl-B	RGS7-Gao	Bim-Bcl-2	RGS8-Gao	Bfl-1 Bim block	RGS4-Gao reg
Cc1cc(C(F)F)n2nc(C(=O)Nc3ccc(S(=O)(=O)N4CCCCCC4)cc3)nc2n1	-1	-3	-2	-5	16	-7	98	4	101	0	97
Cc1ccc(CN2CCNC(=O)C2CC(=O)N2CCN(c3ncccn3)CC2)o1 (stereo not drawn)	0	-2	0	-58	12	-2	?	0	100	-3	100
O=C(NCC(=O)N(Cc1cccs1)C(C(=O)NC1CCCCC1)c1ccco1)c1cccs1 (stereo not drawn)	-5	-2	5	-6	19	-5	90	-5	93	0	92
O=C(CSc1nnc(-c2ccco2)n1Cc1ccccc1)NCc1ccccc1	-1	0	0	-5	18	0	102	-12	106	0	102
O=C(c1ccc(CN2CCOCC2)cc1)N1CCN(Cc2ccccc2)CC1	-1	-8	-5	-11	42	-11	99	-11	102	-11	99
COC(=O)C1CCN(c2ccc(C(N)=O)cc2[N+](=O)[O-])CC1	-6	-8	-2	-26	15	-9	104	-3	100	-8	103
CCOC(=O)c1ccc(-c2c(C(=O)OCC)oc3cc(O)c(CC)cc3c2=O)o1	1	-1	2	-24	16	-6	103	-6	104	-12	105
O=C(C1CCN(C2CCN(Cc3ccc4c(c3)CCO4)CC2)CC1)N1CCCC1	-2	-6	-3	0	55	-4	101	-8	102	-13	103
COc1ccc(NC(=O)N2CCCC(c3nc(-c4ccc(C(C)C)cc4)no3)C2)cc1 (stereo not drawn)	1	0	6	-14	14	3	100	1	98	1	99
N#Cc1cc(-c2ccccc2)nc(Oc2ccccc2)n1	-6	-7	-5	83*	18	-4	99	0	102	2	98
O=C(NCCc1ccccc1)c1ccc(Cl)c([N+](=O)[O-])c1	0	0	0	-10	22	0	111	-1	115	-2	106
O=C(CSC1=Nc2ccccc2C2=NC(CC(=O)NCc3ccco3)C(=O)N12)NCC1CCCO1 (stereo not drawn)	2	2	-1	-10	20	1	108	3	109	4	111
O=C1c2cccc(OCC(=O)N3CCCc4ccccc43)c2CCN1Cc1cccnc1	-6	-6	-2	-17	17	-8	?	-5	96	-11	98
COc1ccc(C(=O)c2sc3nc(-c4ccccc4)ccc3c2N)cc1OC	13	14	15	59*	16	12	100	24	99	25	102
COc1ccc(NCC(=O)Nc2ccccc2C#N)cc1Cl	1	2	0	-20	15	0	96	1	99	0	98
CCc1ccccc1NC(=O)CN1CCC(NC(=O)COC)CC1	-3	0	1	-6	35	-9	94	-9	98	-12	101
Cc1nccn1-c1ccc(C=O)cc1	-1	-1	-1	-33	11	-3	108	-6	105	-5	107
CC(=O)c1ccc(N2CCN(C(=O)Nc3ccc(C(C)C)cc3)CC2)cc1	-1	-1	-8	-11	9	-2	105	-3	104	-3	109
CCc1ccccc1NC(=S)N(CCc1ccncc1)C(C)C	2	-1	-1	-28	8	0	101	1	102	2	102
Cc1cc(C)c(S(=O)(=O)Nc2ccc3[nH]c(=O)[nH]c3c2)c(C)c1	0	-1	-1	-18	17	-3	?	-2	98	-3	99

Part of the list above in order of heavy-atom count, lowest first:
SMILES	Bcl-W Bim block	Bcl-XL Bim block	Mcl-1 Bim block	Mcl1-Bid inh	GSH fluor	Bim-Bcl-B	RGS7-Gao	Bim-Bcl-2	RGS8-Gao	Bfl-1 Bim block	RGS4-Gao reg
Cc1nccn1-c1ccc(C=O)cc1	-1	-1	-1	-33	11	-3	108	-6	105	-5	107
O=C(NCCc1ccccc1)c1ccc(Cl)c([N+](=O)[O-])c1	0	0	0	-10	22	0	111	-1	115	-2	106
COc1ccc(NCC(=O)Nc2ccccc2C#N)cc1Cl	1	2	0	-20	15	0	96	1	99	0	98
CCc1ccccc1NC(=S)N(CCc1ccncc1)C(C)C	2	-1	-1	-28	8	0	101	1	102	2	102
CCc1ccccc1NC(=O)CN1CCC(NC(=O)COC)CC1	-3	0	1	-6	35	-9	94	-9	98	-12	101
CC(=O)c1ccc(N2CCN(C(=O)Nc3ccc(C(C)C)cc3)CC2)cc1	-1	-1	-8	-11	9	-2	105	-3	104	-3	109
Cc1ccc(CN2CCNC(=O)C2CC(=O)N2CCN(c3ncccn3)CC2)o1 (stereo not drawn)	0	-2	0	-58	12	-2	?	0	100	-3	100
COc1ccc(NC(=O)N2CCCC(c3nc(-c4ccc(C(C)C)cc4)no3)C2)cc1 (stereo not drawn)	1	0	6	-14	14	3	100	1	98	1	99
O=C1c2cccc(OCC(=O)N3CCCc4ccccc43)c2CCN1Cc1cccnc1	-6	-6	-2	-17	17	-8	?	-5	96	-11	98
O=C(NCC(=O)N(Cc1cccs1)C(C(=O)NC1CCCCC1)c1ccco1)c1cccs1 (stereo not drawn)	-5	-2	5	-6	19	-5	90	-5	93	0	92
O=C(CSC1=Nc2ccccc2C2=NC(CC(=O)NCc3ccco3)C(=O)N12)NCC1CCCO1 (stereo not drawn)	2	2	-1	-10	20	1	108	3	109	4	111

Three entries already listed, arranged by the value under Bcl-W Bim block, high to low:
canonical_smiles	Bcl-W Bim block
Cc1ccc(CN2CCNC(=O)C2CC(=O)N2CCN(c3ncccn3)CC2)o1 (stereo not drawn)	0
Cc1cc(C(F)F)n2nc(C(=O)Nc3ccc(S(=O)(=O)N4CCCCCC4)cc3)nc2n1	-1
N#Cc1cc(-c2ccccc2)nc(Oc2ccccc2)n1	-6

Source: PubChem
